Screens (PubChem BioAssay)
TRPM1 prom inh = reduces MITF-dependent TRPM1 promoter luciferase signal; hit rate 0.83% among 330,000; SK-MEL-5 TRPM1 promoter luciferase, 24 h; inhibition, % at 12.5 µM;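 active means mean inhibition across replicates of 60% or more, whatever share of single replicates reaches that level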; further: values of inactives mirror those of a sister screen read the other way
aDG glyco up = alpha-DG glycosylation activation | Pro5-aDG cells, alpha-DG glycosylation AlphaScreen (IIH6); 0% Pro5, 100% B10-LARGE cell signal | activation, % at 10 µM | hit rate 0.22% among 360,000;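 active means activation of at least 8% versus controls, or a plate z-score of at least 8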;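 further: Pro5 are CHO cells carrying HIG-tagged alpha-DG that lacks glycosylation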
Peg3 prom inh = inhibitors of Peg3 promoter; inhibition, % at 20 µM; HeLa PEG-Prom luciferase reporter, luminescence, overnight; hit rate 1.7% among 360,000;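 active means inhibition of at least 50% at 20 µM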
NR2E3 ag-1 = NR2E3 (human) agonism. GST-NR2E3/biotin-RetCOR TR-FRET, 1536-well. hit rate 0.12% among 320,000. AID 2300. inhibition of corepressor binding, % at 4.78 µM;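 active means percent inhibition above the cutoff of mean plus 3 SD of all tested compounds, set per screening campaign, cut at about 20% in these data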;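 further: 0% = DMSO wells and 100% = biotin wells as full block of FRET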
Target sequence (Q9Y5X4 whole entry, looked up): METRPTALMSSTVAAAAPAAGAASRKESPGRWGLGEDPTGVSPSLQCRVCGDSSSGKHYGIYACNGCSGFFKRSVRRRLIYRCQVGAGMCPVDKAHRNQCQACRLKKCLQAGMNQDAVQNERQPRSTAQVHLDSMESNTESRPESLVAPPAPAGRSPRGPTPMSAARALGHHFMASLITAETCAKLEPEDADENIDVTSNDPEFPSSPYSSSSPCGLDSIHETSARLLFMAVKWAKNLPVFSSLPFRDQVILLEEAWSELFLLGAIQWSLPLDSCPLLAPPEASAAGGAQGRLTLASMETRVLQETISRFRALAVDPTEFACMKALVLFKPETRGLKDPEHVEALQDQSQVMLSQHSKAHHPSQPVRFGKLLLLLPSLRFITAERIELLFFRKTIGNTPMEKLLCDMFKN
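Format: 1536-well format; test system: GST-NR2E3 and biotin-RetCOR proteins; read-out basis: percent inhibition of TR-FRET ratio; timing: 5 h incubation at 4 °C; detection: time-resolved FRET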
TWEAK-Fn14 inh = blocks TWEAK-Fn14 interaction in a reporter cell assay; TWEAK-stimulated Fn14 reporter cells, luciferase luminescence, 8 h; inhibition, % at 10 µM; hit rate 2% among 360,000; in the data active means inhibition above about 50%
NR2E3 ag-2 = activates human NR2E3 receptor; hit rate 0.35% among 360,000; CHO-S Gal4-NCOR/VP16-NR2E3 two-hybrid, luciferase; inhibition of corepressor binding, % at 3.98 µM; AID 602229;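 active means inhibition above the mean of all tested compounds plus 3 SD, cut at about 70% in these data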;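 further: 0% = DMSO with NR2E3 transfected cells and 100% = cells lacking NR2E3 construct; higher means lower luciferase signal from less NR2E3 corepressor binding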
Shn3 inh set2 = reduces Shn3 3'UTR luciferase signal in osteoblasts. Clone20 osteoblast Shn3 3'UTR firefly luciferase, 24 h. inhibition, % at 12.5 µM. hit rate 0.52% among 360,000;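 active means mean inhibition of at least 75% with every replicate also reaching 75%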;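 further: 0% = median of neutral control wells and 100% = pilot-screen positive control compound; some compounds past the cut are filed as inactive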
KKLEB cytotox = reduces viability of KKLEB cystic fibrosis airway cells. KKLEB CF airway cells viability, ATPlite luminescence, overnight; active compounds read low; cells stimulated with P. aeruginosa culture filtrate. activity change (cytotoxicity), % at 5 µM. hit rate 0.36% among 360,000. AID 602141;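 active means corrected activity change at or below -50% at 5 µM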
CF NFkB block = cystic fibrosis NF-kB activation inhibition; KKLEB NF-kB-GFP reporter, PAF-induced, GFP fluorescence overnight; inhibition, % at 5 µM; hit rate 0.86% among 360,000; AID 588850;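 active means at least 50% inhibition at 5 µM, scaled per plate between neutral and stimulator controls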;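 further: PAF is a Pseudomonas aeruginosa culture filtrate used as stimulus; plate controls were PAF-stimulated DMSO wells for no effect and unstimulated DMSO wells for full effect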
iPSC survival up = hiPSC single-cell survival enhancement; ATPlite luminescence; 100% = ROCK inhibitor wells, 0% = DMSO; survival enhancement, % at 20 µM; hit rate 0.044% among 360,000; in the data active means survival enhancement above about 18%;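 further: cells exposed to compounds for 16 hours before the ATP read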
HIF-2a inh = HIF-2a inhibition; 786-0 RCC cells HIF-2a reporter, luciferase luminescence, overnight; inhibition, % at 18.8 µM; hit rate 0.72% among 360,000;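 active means inhibition of the luminescence signal of 40% or more relative to plate controls, in a single-dose primary screen at 18.75 µM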
The depositor's hits bear a star; / = no result given.

(1) CC(=O)CCn1cc([N+](=O)[O-])nc1C
(2) COc1ccccc1NC(=O)CSc1nnc(Cn2cnc3ccccc32)n1C
(3) Cc1ccc(NC(=O)Cn2nnc(C(=O)NCc3cccs3)c2N)cc1Cl
(4) CC1C(=O)N2CCCc3cc(NC(=O)C(=O)NCCc4c[nH]c5ccccc45)cc1c32 (centres undefined)
(5) Cc1ccc(CSc2ncnc3c2cnn3-c2ccccc2)cc1
(6) O=C(CCN1CCN(c2ccccc2)CC1)NNC(=O)Cc1c(F)cccc1Cl
(7) Cc1ccc(C)c(NC(=O)CSc2ccc(-c3cccs3)nn2)c1
(8) Cn1c(COc2cccc3ccccc23)nnc1SCC(=O)OC1CCCCC1

Assay by compound	1	2	3	4	5	6	7	8
TRPM1 prom inh	8	12	-17	16	-20	13	4	-5
aDG glyco up	-0.1	-0.2	0.2	-0.1	0.0	0.0	0.2	0.0
Peg3 prom inh	3	8	15	3	-67	-2	15	6
NR2E3 ag-1	-1	0	-1	-1	3	/	2	-1
TWEAK-Fn14 inh	-17	8	-16	-8	-4	-1	-1	6
NR2E3 ag-2	-3	5	4	35	-30	5	-4	14
Shn3 inh set2	-4	-34	-9	22	-24	13	5	-3
KKLEB cytotox	-6	-5	4	-10	-19	3	-6	8
CF NFkB block	9	2	-11	28	10	11	7	6
iPSC survival up	-0.3	1.1	-0.4	1.1	0.6	0.6	1.2	-0.5
HIF-2a inh	14	5	5	-5	-165	2	6	67*

(9) O=C(CN1CCC(n2nnc3cc(F)ccc32)CC1)N1CCc2ccccc2C1
(10) COc1ccc(OC)c(C2C(C(N)=O)=C(C)Nc3nc(CCCO)nn32)c1 (centres undefined)
(11) C[C@]12c3[nH]c4ccccc4c3CCN1C(=O)C(CC(=O)NCc1cccc(C(F)(F)F)c1)C[C@@H]2C(=O)N1CCOCC1 (some centres undefined)
(12) Cc1ccc(Cl)cc1N1CCN(c2cccc[n+]2C)CC1
(13) CCOc1ccc(NC(=O)CN2CCN(Cc3c(F)cccc3F)CC2)cc1
(14) CN(CC(=O)Nc1ccccc1Cl)C(=O)COC(=O)c1ccc(Cl)cc1[N+](=O)[O-]
(15) Brc1ccc([C@H]2C=C[C@H]3CCCN4CC[C@H]2[C@@H]3[C@]42CO2)cc1
(16) O=S(=O)(NC(=NC1CCCC1)C(F)(F)F)c1ccccc1

Assay by compound	9	10	11	12	13	14	15	16
TRPM1 prom inh	21	-1	9	17	13	3	/	-10
aDG glyco up	0.2	0.2	-0.1	0.1	0.3	-0.2	0.1	0.5
Peg3 prom inh	34	12	12	11	11	3	/	20
NR2E3 ag-1	-3	2	/	2	0	0	/	6
TWEAK-Fn14 inh	-32	2	19	19	2	-19	10	-19
NR2E3 ag-2	-4	-12	3	11	13	7	33	14
Shn3 inh set2	28	3	-3	-22	-8	5	/	-3
KKLEB cytotox	7	9	4	-10	4	-15	/	9
CF NFkB block	0	-12	-7	26	-13	6	/	-7
iPSC survival up	-0.4	-3.1	-2.6	-0.9	-0.3	0.5	-1.4	2.1
HIF-2a inh	10	14	8	12	15	1	1	3

HIF-2a inh: what is marked active above
# | compound | TRPM1 prom inh | aDG glyco up | Peg3 prom inh | NR2E3 ag-1 | TWEAK-Fn14 inh | NR2E3 ag-2 | Shn3 inh set2 | CF NFkB block | HIF-2a inh
8 | Cn1c(COc2cccc3ccccc23)nnc1SCC(=O)OC1CCCCC1 | -5 | 0.0 | 6 | -1 | 6 | 14 | -3 | 6 | 67*

3 entries from above, arranged by formula weight, smallest number first:
(16) O=S(=O)(NC(=NC1CCCC1)C(F)(F)F)c1ccccc1
(15) Brc1ccc([C@H]2C=C[C@H]3CCCN4CC[C@H]2[C@@H]3[C@]42CO2)cc1
(9) O=C(CN1CCC(n2nnc3cc(F)ccc32)CC1)N1CCc2ccccc2C1

Assay by compound	16	15	9
TRPM1 prom inh	-10	/	21
aDG glyco up	0.5	0.1	0.2
Peg3 prom inh	20	/	34
NR2E3 ag-1	6	/	-3
TWEAK-Fn14 inh	-19	10	-32
NR2E3 ag-2	14	33	-4
Shn3 inh set2	-3	/	28
KKLEB cytotox	9	/	7
CF NFkB block	-7	/	0
iPSC survival up	2.1	-1.4	-0.4
HIF-2a inh	3	1	10

The listing continues.
(17) COc1ccc(-c2nnn(CC(=O)c3ccc4c(c3)OCCO4)n2)cc1OC
(18) CCCC(C)NC(=O)C1c2ccccc2Oc2ccccc21 (centres undefined)
(19) O=C(N/N=C/c1cn(-c2ccccc2)nc1-c1cc2ccccc2o1)c1ccccc1Br
(20) Cc1sc2nc(CSCC(=O)Nc3c(Cl)cccc3Cl)[nH]c(=O)c2c1C
(21) O=C(NNC(=S)Nc1ccccc1)c1cccnc1
(22) O=C(Nc1ccc(S(=O)(=O)NC2=NCCCCC2)cc1)c1ccc(C(F)(F)F)cc1
(23) O=C(O)c1ccc2c3c(cccc13)C(=O)N(OS(=O)(=O)c1ccccc1)C2=O
(24) Cc1cc(C)cc(NC(=O)C2COc3ccccc3O2)c1 (centres undefined)

Assay by compound	17	18	19	20	21	22	23	24
TRPM1 prom inh	0	/	-69	11	-14	11	2	/
aDG glyco up	0.2	0.3	1.1	-0.2	0.2	0.1	-0.1	0.0
Peg3 prom inh	3	3	-301	16	-66	1	4	-6
NR2E3 ag-1	8	0	-1	0	1	4	-1	/
TWEAK-Fn14 inh	-10	3	0	0	-1	1	-4	-5
NR2E3 ag-2	9	15	-68	-23	-41	-22	-13	-64
Shn3 inh set2	10	-2	-102	20	-44	3	16	8
KKLEB cytotox	-15	5	-12	4	4	3	8	10
CF NFkB block	11	-27	-26	-8	-3	-19	-11	-14
iPSC survival up	0.6	-0.2	-3.2	2.1	0.0	-0.2	1.9	-0.3
HIF-2a inh	9	25	-240	-3	-185	15	-6	-28

(25) Cc1c(Cl)cccc1NC(=O)CSc1nnc(CCNC(=O)OC(C)(C)C)o1
(26) Cc1ccc(-n2nc3c(N4CCC(C(=O)NCc5ccccc5C)CC4)nnc(C)c3c2C)cc1
(27) COc1ccc(-c2nnc(N(C)C(=O)C3CCOC3)s2)cc1 (centres undefined)
(28) O=C(CSc1n[nH]c(=O)[nH]c1=O)N/N=C/c1ccccc1O
(29) CC(=NC1CC1)c1c(-c2ccccc2)[nH]n(-c2nc3ccccc3s2)c1=O
(30) NS(=O)(=O)c1ccc(CCNCc2ccccc2OCc2ccc(F)cc2)cc1
(31) Cn1c(Cc2ccc3c(c2)OCO3)nnc1SCC(=O)N1CCc2ccccc2C1
(32) N#Cc1c(NC(=O)Cn2c(=O)oc3ccccc32)oc(-c2ccccc2)c1-c1ccccc1

Assay by compound	25	26	27	28	29	30	31	32
TRPM1 prom inh	-2	94*	-38	-1	-9	-8	5	5
aDG glyco up	-0.3	0.0	-0.1	-0.3	0.1	0.7	0.0	0.7
Peg3 prom inh	7	89*	-110	-17	-44	10	-76	41
NR2E3 ag-1	-1	-44	7	2	-1	-1	1	3
TWEAK-Fn14 inh	-27	-16	-6	-22	42	14	13	-14
NR2E3 ag-2	4	33	-44	-10	-34	-15	-17	12
Shn3 inh set2	5	32	-58	-17	0	34	-1	-3
KKLEB cytotox	-9	-15	0	-4	-2	2	5	-2
CF NFkB block	12	28	1	8	18	-2	0	9
iPSC survival up	1.9	-0.3	0.4	3.1	-1.8	-0.7	-0.3	-1.4
HIF-2a inh	13	85*	-179	-26	-166	21	3	9

Looked up by compound from the entries so far, 2 records:
(28) O=C(CSc1n[nH]c(=O)[nH]c1=O)N/N=C/c1ccccc1O
(31) Cn1c(Cc2ccc3c(c2)OCO3)nnc1SCC(=O)N1CCc2ccccc2C1

Assay by compound	28	31
TRPM1 prom inh	-1	5
aDG glyco up	-0.3	0.0
Peg3 prom inh	-17	-76
NR2E3 ag-1	2	1
TWEAK-Fn14 inh	-22	13
NR2E3 ag-2	-10	-17
Shn3 inh set2	-17	-1
KKLEB cytotox	-4	5
CF NFkB block	8	0
iPSC survival up	3.1	-0.3
HIF-2a inh	-26	3

(list continues)
(33) CCOc1ccc(CN2CCN(c3ncnc4scc(-c5ccccc5)c34)CC2)cc1
(34) CCCn1c(SCC(=O)c2cc(OC)ccc2OC)nc2c1c(=O)n(C)c(=O)n2C
(35) O=C(O)CCNc1ccc(Cl)cc1
(36) Cc1ccc(-c2nnc(SCc3nc4ccccc4[nH]3)n2Cc2ccco2)cc1
(37) COc1cc(S(=O)(=O)NCC(c2ccco2)N2CCCCC2)ccc1NC(C)=O (centres undefined)
(38) O=C(NCCSCc1ccco1)c1ccc(CN2CCOCC2)cc1
(39) [O-][n+]1c2ccccc2[n+]([O-])c2cc(O)ccc21
(40) Cc1cc(C2C(C#N)=C(N)OC3=C2C(=O)CCC3)c(C)s1 (centres undefined)

Assay by compound	33	34	35	36	37	38	39	40
TRPM1 prom inh	14	5	9	-10	4	-32	6	9
aDG glyco up	0.0	0.0	-0.2	0.7	0.0	0.0	0.1	0.0
Peg3 prom inh	22	9	14	22	-5	-81	11	11
NR2E3 ag-1	/	/	-4	0	0	0	-29	1
TWEAK-Fn14 inh	-21	4	-10	16	6	-24	19	-3
NR2E3 ag-2	17	-10	0	3	17	-16	-35	5
Shn3 inh set2	41	-9	6	14	8	-25	17	11
KKLEB cytotox	-10	-4	-3	10	4	3	-3	0
CF NFkB block	-4	3	-8	-2	2	-2	-2	4
iPSC survival up	-0.7	2.5	-0.5	4.5	1.4	0.8	0.7	-2.3
HIF-2a inh	19	5	10	21	2	-102	12	13

Values in list order from the list:
Nos. 35 to 40 in TRPM1 prom inh, in turn: 9, -10, 4, -32, 6, 9
Nos. 35 to 40 in NR2E3 ag-2, in turn: 0, 3, 17, -16, -35, 5

Following part:
(41) O=C(NCc1ccc(F)cc1)c1ccc(CS(=O)(=O)Cc2ccccc2F)o1
(42) O=C(NC(Cc1ccccc1)C(=O)OCC(=O)N1CCc2ccccc21)c1ccco1 (centres undefined)
(43) CCc1ccc(OCC(=O)NNC(=O)Cc2cccs2)cc1
(44) OCC[C@@H]1C[C@H](O)[C@@H](O)[C@@]2(OCc3ccccc32)O1

Assay by compound	41	42	43	44
TRPM1 prom inh	-5	6	4	-1
aDG glyco up	0.7	-0.1	0.0	0.0
Peg3 prom inh	14	-9	13	8
NR2E3 ag-1	-1	3	-2	1
TWEAK-Fn14 inh	-4	-13	2	5
NR2E3 ag-2	17	-3	-7	-16
Shn3 inh set2	6	-8	4	7
KKLEB cytotox	-11	1	6	8
CF NFkB block	-5	2	-1	4
iPSC survival up	7.8	2.0	0.5	-2.0
HIF-2a inh	6	13	13	2

This is a random part of the collection; 4.4% or so of the library scored in one or more.
